# HIF-2a block: HIF-2a reporter inhibitors, primary screen, luminescence, 786-0 RCC cells | inhibition, % at 18.8 µM | 786-0 RCC cells HIF-2a reporter, luciferase luminescence, overnight | actives 0.72% (n = 360,000) | AID 624352, 2012;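 active means inhibition of the luminescence signal of 40% or more relative to plate controls, in a single-dose primary screen at 18.75 µM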
# Peg3 prom inh: Peg3 promoter-driven luciferase inhibitors, primary screen, cell-based, HeLa, luciferase luminescence; HeLa PEG-Prom luciferase reporter, overnight; inhibition, % at 20 µM; actives 1.7% (n = 360,000);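 active means inhibition of at least 50% at 20 µM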
# TRPM1 prom inh: inhibitors of MITF-dependent TRPM1 promoter reporter, primary screen, cell-based, SK-MEL-5, single point, luciferase; SK-MEL-5 TRPM1 promoter luciferase, 24 h; inhibition, % at 12.5 µM; actives 0.83% (n = 330,000);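 active means mean inhibition across replicates of 60% or more, whatever share of single replicates reaches that level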; further: values of inactives mirror those of a sister screen read the other way
# KKLEB tox: cytotoxicity in KKLEB CF airway cells, primary screen, cytotoxicity control for CF NF-kB inhibitor project, cell-based, uHTS, fluorescence assay plates. KKLEB CF airway cells viability, ATPlite luminescence, overnight; hits give low values; cells stimulated with P. aeruginosa culture filtrate. AID 602141, 2011. actives 0.36% (n = 360,000). activity change (cytotoxicity), % at 5 µM;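 active means corrected activity change at or below -50% at 5 µM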
# CF NFkB block: inhibitors of PAF-induced NF-kB signaling, primary screen, cell-based, GFP fluorescence, uHTS | KKLEB NF-kB-GFP reporter, GFP fluorescence overnight | inhibition, % at 5 µM | actives 0.86% (n = 360,000) | AID 588850, 2011;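 active means at least 50% inhibition at 5 µM, scaled per plate between neutral and stimulator controls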;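 further: PAF is a Pseudomonas aeruginosa culture filtrate used as stimulus; plate controls were PAF-stimulated DMSO wells for no effect and unstimulated DMSO wells for full effect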
# Shn3 inh set2: reduction of Shn3 3'UTR firefly luciferase signal, primary screen, Schnurri-3 inhibitor project, cell-based, Clone20 osteoblasts, set 2 | actives 0.52% (n = 360,000) | Clone20 osteoblast Shn3 3'UTR firefly luciferase, 24 h | inhibition, % at 12.5 µM;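 active means mean inhibition of at least 75% with every replicate also reaching 75%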;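 further: 0% = median of neutral control wells and 100% = pilot-screen positive control compound; some compounds past the cut are filed as inactive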
# NR2E3 ag-1: inhibitors of NR2E3-RetCOR corepressor binding, primary screen, NR2E3 agonist project, biochemical, TR-FRET, GST-NR2E3, biotin-RetCOR. Photoreceptor-specific nuclear receptor (Homo sapiens), Q9Y5X4. 1536-well. inhibition of corepressor binding, % at 4.78 µM. actives 0.12% (n = 320,000). AID 2300, 2010;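 active means percent inhibition above the cutoff of mean plus 3 SD of all tested compounds, set per screening campaign, cut at about 20% in these data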;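 further: 0% = DMSO wells and 100% = biotin wells as full block of FRET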
# Target sequence (Q9Y5X4 whole entry, looked up): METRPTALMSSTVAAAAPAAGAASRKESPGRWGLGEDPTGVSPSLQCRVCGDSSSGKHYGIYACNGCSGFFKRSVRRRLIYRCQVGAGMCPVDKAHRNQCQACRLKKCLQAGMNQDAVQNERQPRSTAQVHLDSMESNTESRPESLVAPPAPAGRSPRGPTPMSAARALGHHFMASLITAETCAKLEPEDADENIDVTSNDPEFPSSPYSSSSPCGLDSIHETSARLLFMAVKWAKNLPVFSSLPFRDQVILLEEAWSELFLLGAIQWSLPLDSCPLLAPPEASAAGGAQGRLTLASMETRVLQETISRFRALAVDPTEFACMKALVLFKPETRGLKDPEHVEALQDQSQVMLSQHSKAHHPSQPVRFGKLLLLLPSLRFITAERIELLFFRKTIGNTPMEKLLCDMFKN
#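 system = GST-tagged NR2E3 plus biotinylated RetCOR corepressor | input = 1.35 nM GST-NR2E3 | also added = 7 nM biotin-RetCOR | schedule = 5 h incubation at 4 °C | measured by = TR-FRET with europium anti-GST and streptavidin-D2, 340 nm excitation | read-out = percent loss of FRET ratio relative to control wells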
# TRAIL sens C8: viability loss with TRAIL in NB7+C8 cells, primary screen, TRAIL sensitizer project, cell-based, ATPlite luminescence. actives 1% (n = 360,000). inhibition (viability loss, TRAIL sensitization), % at 10 µM. AID 624354, 2012;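 active means compounds causing at least 50% loss of cell viability in the single-dose screen, relative to plate controls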
# hiPSC survival: enhancers of single-cell hiPSC survival, primary screen, ATPlite luminescence; 100% = ROCK inhibitor wells, 0% = DMSO; survival enhancement, % at 20 µM; actives 0.044% (n = 360,000); in the data active means survival enhancement above about 18%;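 further: cells exposed to compounds for 16 hours before the ATP read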
# NR2E3 ag-2: NR2E3 agonists in two-hybrid cells, primary screen, cell-based, luminescence, CHO-S, Gal4-NCOR/VP16-NR2E3; Photoreceptor-specific nuclear receptor (Homo sapiens), Q9Y5X4; inhibition of corepressor binding, % at 3.98 µM; AID 602229, 2012; luciferase; actives 0.35% (n = 360,000);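 active means inhibition above the mean of all tested compounds plus 3 SD, cut at about 70% in these data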;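 further: 0% = DMSO with NR2E3 transfected cells and 100% = cells lacking NR2E3 construct; higher means lower luciferase signal from less NR2E3 corepressor binding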
# EBV LMP1 NFkB: EBV LMP1-driven NF-kappaB luciferase reporter inhibitors, primary screen, cell-based, luminescence, single point; actives 0.69% (n = 350,000); LMP1-induced NF-kappaB luciferase reporter cells; AID 504558, 2011; inhibition, % at 12.5 µM; in the data active means inhibition above about 41%;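 further: 0% = neutral control wells and 100% = reference inhibitor control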
# Starred values were filed as active, the others as inactive; · = no result given. This is a subset. The share of hits here may be higher or lower than overall.
# Start of the listing, in advance:
SMILES,HIF-2a block,Peg3 prom inh,TRPM1 prom inh,KKLEB tox,CF NFkB block,Shn3 inh set2,NR2E3 ag-1,TRAIL sens C8,hiPSC survival,NR2E3 ag-2,EBV LMP1 NFkB
O=C(CN1CCOc2ccccc21)NCc1cccs1,-30,11,9,-7,16,13,4,-4,-2.0,28,2
Cn1c(=O)n(C)c2cc([N+](=O)[O-])c(N3CCN(S(=O)(=O)c4ccccc4)CC3)cc21,-6,23,14,-16,-23,18,-3,21,3.2,16,15
COc1ccc(-c2cc(C(=O)NNC3=NCCC3)c3c(C)nn(-c4ccccc4)c3n2)cc1,0,37,10,-7,1,23,6,-1,-0.4,13,9
Cc1cccc(N=Cc2[nH]c3ccc(Br)c(Cl)c3c2O)c1,-77,-6,11,10,0,-46,-5,-3,-2.5,-26,3
Cc1c2cnn(CC(=O)Nc3cccc(C(F)(F)F)c3)c(=O)c2c(C)n1Cc1ccccc1F,4,13,7,-13,-6,-6,-1,-7,-2.1,-11,-2
COc1cc(C(=O)N[C@H](C(=O)NC2CCCCCC2)C(C)C)cc(OC)c1OC,22,10,6,-1,2,16,-2,-7,0.9,-16,4
CCN(CC)S(=O)(=O)c1ccc(N2CCOCC2)c(NS(=O)(=O)c2ccc(C)cc2)c1,6,12,-12,1,1,0,1,9,-0.1,-18,-5
O=C(CCn1c(=O)oc2ccccc21)NCc1ccc2c(c1)OCO2,-1,-7,2,6,-10,8,2,-9,1.8,-17,-8
O=C(O)/C=C\C(=O)NCc1cccnc1,7,-3,4,0,-4,-7,-2,-11,-0.5,16,-1
Cc1c(C(=O)N2CCN(Cc3ccccc3)CC2)sc2ncnc(N3CCOCC3)c12,5,20,14,4,-6,13,8,-19,1.2,-5,7
CC(NS(=O)(=O)c1ccc(OCC(=O)NCc2ccncc2)cc1)c1ccccc1 (configuration not stated),12,12,4,14,-10,1,1,3,-0.4,-11,-12
CCCCOc1ccc(C(=O)NCC(=O)N2CC(C)OC(C)C2)cc1 (configuration not stated),3,-1,15,-9,16,-3,·,-11,-0.5,-13,3
CN1C(=O)c2ccccc2OC1(C)Cc1ccccc1 (configuration not stated),13,4,2,3,6,19,1,0,-0.3,5,3
CCc1ccc(NS(=O)(=O)c2cccc3nonc23)cc1,15,16,6,-1,-24,-1,2,-5,-2.8,11,-18

# The list itself, from the start:
SMILES,HIF-2a block,Peg3 prom inh,TRPM1 prom inh,KKLEB tox,CF NFkB block,Shn3 inh set2,NR2E3 ag-1,TRAIL sens C8,hiPSC survival,NR2E3 ag-2,EBV LMP1 NFkB
O=C(CN1CCOc2ccccc21)NCc1cccs1,-30,11,9,-7,16,13,4,-4,-2.0,28,2
Cn1c(=O)n(C)c2cc([N+](=O)[O-])c(N3CCN(S(=O)(=O)c4ccccc4)CC3)cc21,-6,23,14,-16,-23,18,-3,21,3.2,16,15
COc1ccc(-c2cc(C(=O)NNC3=NCCC3)c3c(C)nn(-c4ccccc4)c3n2)cc1,0,37,10,-7,1,23,6,-1,-0.4,13,9
Cc1cccc(N=Cc2[nH]c3ccc(Br)c(Cl)c3c2O)c1,-77,-6,11,10,0,-46,-5,-3,-2.5,-26,3
Cc1c2cnn(CC(=O)Nc3cccc(C(F)(F)F)c3)c(=O)c2c(C)n1Cc1ccccc1F,4,13,7,-13,-6,-6,-1,-7,-2.1,-11,-2
COc1cc(C(=O)N[C@H](C(=O)NC2CCCCCC2)C(C)C)cc(OC)c1OC,22,10,6,-1,2,16,-2,-7,0.9,-16,4
CCN(CC)S(=O)(=O)c1ccc(N2CCOCC2)c(NS(=O)(=O)c2ccc(C)cc2)c1,6,12,-12,1,1,0,1,9,-0.1,-18,-5
O=C(CCn1c(=O)oc2ccccc21)NCc1ccc2c(c1)OCO2,-1,-7,2,6,-10,8,2,-9,1.8,-17,-8
O=C(O)/C=C\C(=O)NCc1cccnc1,7,-3,4,0,-4,-7,-2,-11,-0.5,16,-1
Cc1c(C(=O)N2CCN(Cc3ccccc3)CC2)sc2ncnc(N3CCOCC3)c12,5,20,14,4,-6,13,8,-19,1.2,-5,7
CC(NS(=O)(=O)c1ccc(OCC(=O)NCc2ccncc2)cc1)c1ccccc1 (configuration not stated),12,12,4,14,-10,1,1,3,-0.4,-11,-12
CCCCOc1ccc(C(=O)NCC(=O)N2CC(C)OC(C)C2)cc1 (configuration not stated),3,-1,15,-9,16,-3,·,-11,-0.5,-13,3
CN1C(=O)c2ccccc2OC1(C)Cc1ccccc1 (configuration not stated),13,4,2,3,6,19,1,0,-0.3,5,3
CCc1ccc(NS(=O)(=O)c2cccc3nonc23)cc1,15,16,6,-1,-24,-1,2,-5,-2.8,11,-18
CC(C)OP(=O)(c1ccc(N(C)C)cc1)C(O)c1ccc(C(C)C)cc1 (configuration not stated),15,10,-12,5,-13,4,2,13,0.4,-40,4
COc1cccc(C(=O)OCC(=O)NCCC2=CCCCC2)c1,-4,9,7,-2,-16,11,·,-7,5.6,2,5
O=C(NN1CCN(Cc2ccccc2Cl)CC1)c1ccc(Cl)cc1,18,9,14,8,8,9,-6,-8,-2.1,3,14
NC(=O)C1(Nc2ccc(-c3ccc(Cl)cc3)cc2)CCCC1,-234,-122,-47,-4,14,-30,·,11,-1.4,-22,1
Cc1noc(C)c1S(=O)(=O)Nc1ccc(C#N)cc1,3,15,8,36,8,20,-2,8,-0.3,-9,5
O=C(O)C1CCC(CNS(=O)(=O)c2ccc(Br)cc2)CC1 (configuration not stated),16,12,9,-4,-6,16,-2,-2,0.6,4,5
CCn1c(SCC(=O)NNC(=O)c2ccc(C)cc2)nnc1C(C)C,6,6,-13,1,-3,4,4,11,-0.1,-16,-4
O=C(COc1ccccc1[N+](=O)[O-])N1CCCc2ccccc21,-12,9,6,13,5,-9,4,-8,0.2,-14,-4
CC1C(=O)N(Cc2cn(Cc3ccco3)nn2)CCS(=O)(=O)N1Cc1ccc(-c2ccccc2Cl)cc1 (configuration not stated),-9,34,·,-7,47,0,·,-4,0.2,8,·
O=C(CCC(=O)c1cccs1)NCc1ccc(F)cc1,13,13,5,0,16,-12,1,-15,0.4,6,0
O=C(CSc1nc(-c2ccccc2)cc(=O)[nH]1)Nc1ccc(Br)cc1,18,0,-1,-4,-10,11,6,-6,-0.1,-22,1
O=C(NN1C(=O)CSC1=S)c1cccnc1,14,-8,·,8,-3,9,3,-10,-0.6,8,·
COc1ccc(CC2C(=O)OC(C)(C)OC2=O)cc1,-1,-21,11,-10,2,-47,1,0,-0.9,19,-3
O=C(COc1ccc(/C=N/NC(=O)c2ccncc2)cc1)Nc1ccc([N+](=O)[O-])cc1,14,0,10,4,-19,1,-2,-16,0.6,-8,-7
CC1(C(=O)NC(=S)N(CCC#N)c2ccccc2)CC1(Cl)Cl (configuration not stated),13,6,9,2,1,-34,5,-14,-3.5,-14,0
CCN(CC(=O)NC(C)(C)C)C(=O)c1cccc(S(=O)(=O)N2CC3(C)CC2CC(C)(C)C3)c1 (configuration not stated),6,-2,·,8,-8,-2,·,12,3.6,10,27
CN(C)c1ccc(N/C=C/C(=O)c2ccc(F)cc2)cc1,-152,-88,-22,2,9,-48,-6,30,-3.2,-30,-56
Nc1ncnc2c1ncn2[C@@H]1O[C@H](CNC(=O)[C@H]2CCC(=O)N2)[C@@H](O)[C@H]1O,4,1,-12,9,-14,8,·,-6,4.6,19,2
CN(C)c1cccc(NC(=O)C2(C)CC2(Cl)Cl)c1 (configuration not stated),7,5,-3,4,-5,8,-2,13,-0.2,-13,-9
COC(=O)CSc1nc(C)cc(C)c1C#N,-13,4,-4,-1,-3,2,-3,5,-0.3,-15,-3
Clc1c(-c2ccccc2)nnn1-c1ccccc1,-242,-342,-33,-9,5,-104,-4,21,1.1,-129,-46
Cc1c(C#N)c2ncnc(N)c2n1-c1ccccc1,14,5,-13,8,8,2,6,4,-1.7,-5,2
O=C(/C=N/O)Nc1cccnc1,-1,-1,1,3,3,2,0,-10,1.3,-7,-15
CCOC(=O)c1cnn2c(SC)ncnc12,-2,12,·,-13,-1,-5,·,-11,-1.0,-5,-4
CCOC(=O)c1cnc2cc(-c3ccc(C)cc3)nn2c1-c1ccccc1,2,13,0,-3,1,21,-2,-2,0.7,-12,7
N/C(COc1ccccc1)=N\NC(=O)c1cccnc1Oc1ccccc1,21,11,9,0,-3,14,4,-9,-1.2,2,1
Cc1cc(C(F)(F)F)nn1Cc1n[nH]c(=S)n1Cc1ccccc1,4,0,-1,0,4,-3,0,18,2.4,1,-3
COc1ccc(/C=N\NC(=O)c2ccc(F)cc2)cc1COc1ccccc1C(N)=O,8,2,-3,0,-12,12,-1,-2,1.7,-6,4
COc1ccccc1CNC(=O)[C@H](C)NC(=O)C1CCN(C(=O)[C@@H](N)Cc2ccccc2)CC1,-3,-5,5,-9,16,22,0,-12,1.3,-7,-4
Cn1c(=O)c2cc(NC(=O)NCc3ccc(Cl)cc3Cl)ccc2n1Cc1ccc(F)cc1,-21,27,·,-16,6,21,·,-4,-2.8,-3,·
O=C(Nc1ccccc1C(=O)O)c1cc(S(=O)(=O)Nc2ccccc2)ccc1Cl,14,9,15,2,-7,1,-1,3,-0.4,-46,3
C/C(=N\NC(=O)c1nnn(-c2nonc2N)c1-c1ccc2c(c1)OCO2)c1ccccc1,3,13,-7,16,-2,13,4,2,0.0,-10,3
CCOC(=O)CC1C(=O)NCCN1S(=O)(=O)c1ccccc1 (configuration not stated),26,6,5,-9,19,7,-4,-5,4.1,12,5
Cc1ccc(N2C(=O)c3ccccc3C2C(=O)c2ccc(O)cc2O)cc1 (configuration not stated),-9,15,7,18,3,3,0,-12,-0.7,11,2
Cc1ccc(C)c(S(=O)(=O)N2CCCOC2CNC(=O)C(=O)NCc2ccncc2)c1 (configuration not stated),14,1,10,11,-3,-2,3,-7,0.6,1,5
